Assay outcomes as filed in PubChem BioAssay.
Yfh1-off respiration: enhancers of respiration in Yfh1-depleted yeast, dose response, Friedreich's ataxia, plus single-dose screen (AID 1465) | S. cerevisiae Yfh1-off respiration, WST-1 reduction, 72 h; higher fold induction means a stronger effect | one-dose fold induction at 50 µM; EC50 in µM for titrated hits | 220,000 tested, 0.074% active;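 active = fold induction of absorbance versus untreated yeast above a set limit, then at least 30% activation at any dose in follow-up; inconclusive = repeats straddling the limit, or above it without dose testing; inactive = fold induction below the set limit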;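 also: activators that raise dye reduction in frataxin-depleted yeast; strong numbers were not always called active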
HEK293 NOD2/NF-kB: NOD2 signaling inhibitors, cell-based, luminescence, uHTS, HEK293 (AID 1566); 290,000 tested, 0.63% active; inhibition, % at 4 µM, or EC50 in µM where a hit was titrated; HEK293 NOD2/NF-kB luciferase reporter, luminescence; higher % means a stronger effect; in the data active = inhibition above about 50%; also: many of its hits are not listed in these tables
Insulin prom up: insulin promoter activators in MIN6 cells, imaging, high-content screening, mouse beta cells | MIN6 insulin promoter-GFP reporter; hits give high values | z-score at 5 µM | 190,000 tested, 0.3% active | AID 1625, 2009;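 active = z-score above 3 at 5 µM with at least 500 cells counted in the well; inconclusive = wells under 500 cells, flagged as cytotoxic or low count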
b-catenin transl: modulators of beta-catenin nuclear translocation, primary screen, imaging, HeLa cells, immunofluorescence, high-content | nuclear translocation activity, % at 5 µM | 190,000 tested, 0.3% active;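 active = nuclear translocation activity above 50% at 5 µM, with a well cell count of 50 or more; inconclusive = wells under 50 cells across six images, flagged as toxic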;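 also: per-cell ratio of nuclear to cytoplasmic median beta-catenin stain intensity; plate controls were DMSO negative control for no effect and GSK-3 inhibitor IX positive control for full effect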
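Read-out: Nuclear/cytoplasmic beta-catenin signal ratio, % activation | Assay system: Human HeLa cell line | Times: 24 h compound exposure at 37°C, 5% CO2 | Signal: Fluorescence imaging of beta-catenin antibody stain plus DAPI | Dosing: 5 µM primary, 0.02–20 µM confirmation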
WT yeast gro inh: growth inhibition of WT strain, primary screen, mitochondrial fusion inhibitor project, WT and mutant strains, chemical genetic | inhibition, % at 10 µM | mitochondrial fusion phenotypic screen | AID 1362, 2008 | 190,000 tested, 2.1% active; in the data active = inhibition above about 58%; tested in S. cerevisiae
Dynein transport: inhibitors of GR-EGFP nuclear translocation, primary screen, dynein cargo transport inhibitor project, imaging, high-content, 3617.4 mouse cells. test concentration mostly 20 µM; stimulated with dexamethasone, 1 µM; hits give low values. z-score, hits read low. 220,000 tested, 0.47% active;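 active = plate z-score of nuclear minus cytoplasmic receptor signal below a set negative limit, without overly bright fluorescence or cell loss, cut at about -3.5 in these data, passing the limit was not always enough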;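 also: z-score of nuclear minus cytoplasmic ring GR-EGFP intensity difference per well; some compounds called inactive have numbers as strong as hits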
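Buffer or medium: tet-free, stripped-serum medium; Also added: dexamethasone, 1.0 µM final; Technique: high-content fluorescence imaging after fixation; Times: 48 h induction, 1 h compound, 30 min dex at 37 °C; Read-out: per-cell GR-EGFP intensity, nucleus versus surrounding cytoplasmic ring, well-averaged.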
MT stabilizer: microtubule stabilizers in HeLa cells, primary screen, imaging, high-content imaging | HeLa tubulin immunostaining HCS, 24 h; share of cells brighter than vehicle mean+2SD | AID 2205, 2009 | % tubulin-high responders, % at 10 µM | 200,000 tested, 0.83% active;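 active = plate Z-score above 3 for both tubulin-high and condensed-nucleus cell shares, with cell loss under 80%, at 10 µM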;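 also: anti alpha tubulin signal scored within the nucleus-defined area of each cell; some results filed as inactive read as strong as hits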
Hep lipid drop: inhibitors of hepatocyte lipid droplet formation, primary screen, imaging, high-throughput imaging, BODIPY stain; AML12 mouse hepatocytes, oleate lipid droplets; inhibition, % at 6.5 µM; 240,000 tested, 0.4% active;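 active = lipid droplet intensity inhibited by at least 50%, with more than 500 cells counted; inconclusive = wells with under 300 cells, treated as cytotoxic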
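Material – mouse AML12 hepatocyte cell line, fixed after treatment · Compound dosing – one dose, 6.5 µM compound · Times – compound with oleate, overnight · Measured by – Image-based BODIPY and DAPI two-channel analysis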
Autophagy mod: autophagy modulators in MEF cells, primary screen, imaging, high-content, MEF GFP-LC3; MEF GFP-LC3 puncta imaging; test concentration mostly 10 µM; calls only at 10 µM (by protocol); 190,000 tested, 0.98% active;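 active = percentage of spot-positive cells more than 3 SD above its plate mean, without a fluorescence outlier flag or 80% toxicity; inconclusive = no clear call, values can overlap the other calls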;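 also: spot-positive cell cutoff set from DMSO-treated cells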
WT yeast gro inh mutant strain: recorded beside WT yeast gro inh, whose call it bears; inhibition, %; mitochondrial fusion phenotypic screen, mutant strain inhibition
Dynein transport cytoplasmic EGFP: also measured in Dynein transport; calls as there; z-score; measured here: cytoplasmic GR-EGFP intensity; hits give high values
Dynein transport nuclear GR-EGFP: also measured in Dynein transport; calls as there; z-score; measured here: nuclear GR-EGFP intensity;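 lower value marks the stronger effect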
Dynein transport cell count: second read-out of Dynein transport, no call of its own (marks repeat the call); z-score; measured here: cell count per field
Insulin prom up cell count: second read-out of Insulin prom up, no call of its own (marks repeat the call); cell count; measured here: cytotoxicity, nuclei count;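 total cells summed across four imaged fields per well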
Hep lipid drop cells 6.5 µM: also measured in Hep lipid drop; calls as there; cell count; measured here: cell count, cytotoxicity flag;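 cells counted across two imaged fields per well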
b-catenin transl cell count 5 µM: also measured in b-catenin transl; calls as there; cell count; measured here: cell count, cytotoxicity flag
MT stabilizer Hoechst-high %: also measured in MT stabilizer; calls as there; % Hoechst-high responders; measured here: nuclear condensation Hoechst responders;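 share of cells brighter than vehicle mean plus two SD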
MT stabilizer cytotoxicity %: further read-out of MT stabilizer, marked with its call; toxicity, %; measured here: cytotoxicity by cell density;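 0% = mean cell density of plate MIN control wells and 100% = no cells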
Autophagy mod cell loss 18 h: recorded beside Autophagy mod, whose call it bears; toxicity, %; measured here: cell loss, nuclei count;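 cell loss after 18 h compound exposure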
Numbers without * were called inactive; i = inactive; ? = inconclusive; · = no result given. Not all compounds are listed; the hit share may differ from the screen's.

SMILES	Dynein transport cytoplasmic EGFP	Dynein transport nuclear GR-EGFP	Dynein transport	WT yeast gro inh	b-catenin transl cell count 5 µM	Insulin prom up	WT yeast gro inh mutant strain	Insulin prom up cell count	Autophagy mod cell loss 18 h	Dynein transport cell count	Hep lipid drop cells 6.5 µM	HEK293 NOD2/NF-kB	b-catenin transl	Autophagy mod	Hep lipid drop	MT stabilizer Hoechst-high %	MT stabilizer cytotoxicity %	MT stabilizer	Yfh1-off respiration
COc1ccc2c(c1)c(C(O)CN1CCN(Cc3ccc4c(c3)OCO4)CC1)c(C)n2C (stereo not drawn)	0.113	-0.0317	-0.318	0.3	761	0.24	-2.4	821	-8.8	-0.189	·	20.8%	1.9	i	·	2.4	11.1	1.4	i
COc1cc(/C=N/NC(N)=O)ccc1OCC(=O)Nc1ccc(C)c(C)c1	-0.252	-0.614	-0.673	-22.7	562	0.67	-16.4	1261	7.7	0.678	737	-25.2%	1.1	i	-51.0	4.5	7.3	2.2	i
CSc1ncc2c(n1)-c1cc(C)ccc1SC2	-0.286	0.38	0.485	-19.1	1414	0.88	-2.0	1573	-12.3	-0.515	·	17.5%	3.1	i	·	2.2	4.1	3.1	i
CN1CCN(C(=O)C2=C[C@H](c3csc4ccccc34)C[C@H](OCc3ccc(CO)cc3)O2)CC1	-0.257	0.18	-0.186	-21.2	1183	0.29	-13.2	1435	-13.3	0.28	670	24.7%	-2.8	i	4.1	1.7	10.1	2.6	i
CCN1C(=O)N(C)[C@@H](c2ccccc2)C(C(=O)OC)=C1C	-0.722	-0.0208	-0.385	·	1185	-0.33	·	943	·	0.0755	·	9.1%	0.4	·	·	·	·	·	i
Clc1ccc2c(c1)[C@H]1OCC[C@H]1[C@@H](c1ccco1)N2	0.0603	0.708	1.13	5.3	1205	-1.52	2.6	1145	-4.5	-1.82	752	17.2%	-3.6	i	20.9	1.0	4.0	4.2	i
COc1cc(/C=N/O)cc(Br)c1OCC(=O)NCc1ccccc1	-0.2	1.01	1.84	9.3	·	0.57	13.9	1285	13.3	-1.15	612	4.5%	·	i	7.9	0.8	0.4	2.6	i
Cc1ccc(-c2cc(C(=O)Nc3ccc(S(=O)(=O)Nc4nc(C)cc(C)n4)cc3)c3ccccc3n2)cc1	-0.295	-0.623	-0.461	-7.4	518	0.62	-12.6	1300	3.3	0.939	657	7.4%	0.7	i	-0.1	1.7	3.9	2.7	i
CCn1nc(CC(=O)Nc2ccc(-n3cnnn3)c(OC)c2)c2ccccc2c1=O	-0.196	0.0537	-0.328	-12.4	1417	0.85	-5.5	1562	5.5	0.669	·	0.6%	0.1	i	·	1.5	3.1	2.4	i
Nc1ncc([N+](=O)[O-])c(Oc2ccccc2F)n1	-0.236	-0.243	-0.777	·	1359	0.48	·	1331	·	0.883	743	14.3%	-0.4	·	1.0	·	·	·	?
Cc1cc(Nc2nn(C)c(N)c2C#N)ccc1F	-0.239	0.276	0.207	5.6	1087	6.01*	7.8	618*	26.4	-0.0123	722	2.3%	1.5	i	-1.7	1.8	2.5	4.0	i
CCc1ccc(C(CNC(=O)c2ccc3c(=O)n(-c4ccccc4F)c(=S)[nH]c3c2)N(C)C)cc1 (stereo not drawn)	-0.0319	0.0488	0.742	9.0	980	·	2.8	·	12.9	-0.665	694	-9.0%	-1.2	i	-7.2	1.2	2.1	1.4	i
CC(=O)c1ccc(Cc2ncc(C(F)(F)F)cc2Cl)s1	-0.225	-0.643	-0.433	-0.8	1237	0.24	17.5	1761	23.7	0.836	689	-12.4%	-3.1	i	-0.9	1.4	3.6	1.3	i
Cc1ccc(OC(=O)c2sc(Cl)nc2C)cc1C	-0.0515	-0.751	-1.35	16.9	682	0.25	4.6	1174	0.8	-0.1	611	10.5%	-2.9	i	-7.8	2.6	4.7	2.0	i
COC(=O)C1=C(O)/C(=C\c2sccc2C)N=C1C	-0.223	0.225	0.167	6.2	1013	-0.18	10.0	1446	-12.7	0.728	710	11.3%	1.8	i	18.6	1.9	7.5	2.5	i
CCC1=NN2C(=N)/C(=C\c3cccn3-c3ccc(OC)cc3)C(=O)N=C2S1	-0.132	1.42	1.91	33.8	1103	-0.3	-6.1	1175	11.6	-1.59	673	-11.6%	-1.8	i	10.5	1.5	2.9	2.1	i
O=C(O)CCNC(=O)C12CC3CC(CC(C3)C1)C2	-0.301	-0.212	0.804	2.1	1033	0.24	9.8	1697	-4.1	-1.06	655	6.0%	-2.2	i	3.7	2.5	8.4	2.5	i
Cn1c(SCC(=O)N(Cc2ccccc2)C(C)(C)C)nc2ccccc21	-0.273	-0.178	-0.938	16.6	1239	0.08	30.1	1032	-1.0	0.474	813	-4.8%	1.2	i	-5.1	1.6	4.4	1.7	i
CN(Cc1ccccc1)C(=O)COC(=O)c1ccccc1NS(=O)(=O)c1cccc(N)c1	-0.303	-0.446	-0.192	-18.8	611	1.09	-10.8	1274	-0.8	0.643	603	-21.1%	-5.6	i	-5.7	4.0	8.7	4.5	i
Cc1ccc(S(=O)(=O)N2CCN(CC(=O)Nc3ccc(N4CCOCC4)cc3)CC2)cc1C	-0.19	0.0906	0.578	-4.7	·	-0.29	-2.8	1295	11.4	-0.148	674	-32.0%	·	i	12.8	2.2	2.9	6.9	·
CCc1nc2sc3ccccc3c(=O)c2c(=O)n1Cc1ccc(OC)cc1	-0.223	0.0392	0.242	·	1298	-0.03	·	1060	·	-0.311	705	5.2%	-0.5	·	1.2	·	·	·	i
O=[N+]([O-])c1ccc(N=Cc2ccc(Br)c([N+](=O)[O-])c2)cc1	0.00237	-0.666	-0.785	-5.1	942	0.04	-43.9	1419	-3.0	-0.365	698	-35.4%	-1.8	i	11.4	2.5	7.6	3.8	i
CCC(C)NC(=O)CCCc1ccccc1 (stereo not drawn)	-0.191	0.0712	0.351	21.6	1190	-0.68	16.7	902	-6.9	0.0339	800	-11.1%	0.4	i	-7.8	2.0	19.6	1.0	i
O=c1c2sccc2nc(SCc2cc(=O)n3cc(Cl)ccc3n2)n1Cc1ccccn1	-0.375	-0.495	-0.296	-2.5	1122	2	3.9	1361	-6.9	1	695	-14.1%	-0.1	i	-5.6	2.5	3.8	2.0	i
Clc1cccc(-c2nnc3n2CCCCC3)c1	0.471	0.504	0.18	-1.2	1092	-0.03	4.1	1270	4.1	-0.366	708	-0.2%	0.9	i	5.2	2.9	6.9	1.8	i
Cc1c(C(=O)OCC(=O)Nc2ccc(C(N)=O)cc2)cccc1[N+](=O)[O-]	-0.1	-0.163	-1.43	-15.7	1136	-0.61	13.1	1227	-1.0	0.911	642	11.9%	2.8	i	-32.7	2.1	4.7	3.1	i
Cn1c(-c2sc3cc(C(F)(F)F)cnc3c2-c2ccccn2)n[nH]c1=S	-0.214	-0.373	-0.559	8.3	934	-1.23	3.6	1403	8.8	0.302	679	-7.8%	-2.1	i	-5.1	1.9	2.3	1.8	i
CCOC(=O)c1c(-c2ccccc2)nc2c(C)cccn12	-0.24	-0.712	-0.0423	77.0	·	·	87.0	·	-3.3	0.802	·	6.0%	·	i	·	3.4	2.9	4.5	i
CC1CCN(C(=S)c2ccc(O)cc2)CC1	-0.231	0.148	0.0657	2.9	1424	0.06	-6.4	1532	5.0	0.376	·	3.3%	-2.3	i	·	1.8	6.1	3.0	i
Cc1cc(C(=O)CSc2nnc(-c3cccs3)n2Cc2ccccc2)c(C)n1C	-0.0577	-0.0221	-0.352	-1.1	·	0.73	-7.7	1179	10.4	0.712	·	-5.3%	·	i	·	1.2	7.2	2.2	i
CCn1c(SCC(=O)N2c3ccccc3Sc3ccccc32)nc2c1c(=O)n(C)c(=O)n2C	·	·	·	·	1171	-0.02	·	1238	·	·	668	9.4%	1.7	·	-22.5	·	·	·	i
CC(C)(C)NC(=O)CON=C1c2ccccc2-c2ccccc21	-0.321	-0.706	-0.783	0.6	·	-0.4	-19.4	1436	8.8	0.65	718	8.8%	·	i	-47.2	3.5	2.8	2.8	i
COCCN(C(=S)Nc1cc(C)cc(C)c1)C(C)c1cccs1 (stereo not drawn)	-0.161	0.496	0.521	15.4	1068	0.63	-2.7	1322	2.9	-0.96	791	0.8%	-2.4	i	-4.9	0.8	2.8	2.0	i
CC1=C[C@H]2OC(=O)[C@@H](C)[C@H]2C[C@@H]2[C@H]1C[C@@H](O)[C@@]2(C)O	-0.619	1.07	1.27	·	1035	·	·	·	·	-1.64	566	-21.6%	0.2	·	-50.7	·	·	·	i
